PRMT1 FP inh: blocks human protein arginine methyltransferase 1. Q99873. recombinant PRMT1, activity-based probe fluorescence polarization. inhibition, % at 2.79 µM. hit rate 1.3% among 370,000;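 active = inhibition above about 21% made by adding two undisclosed values, limit read from the data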
Target sequence (Q99873 whole entry, looked up): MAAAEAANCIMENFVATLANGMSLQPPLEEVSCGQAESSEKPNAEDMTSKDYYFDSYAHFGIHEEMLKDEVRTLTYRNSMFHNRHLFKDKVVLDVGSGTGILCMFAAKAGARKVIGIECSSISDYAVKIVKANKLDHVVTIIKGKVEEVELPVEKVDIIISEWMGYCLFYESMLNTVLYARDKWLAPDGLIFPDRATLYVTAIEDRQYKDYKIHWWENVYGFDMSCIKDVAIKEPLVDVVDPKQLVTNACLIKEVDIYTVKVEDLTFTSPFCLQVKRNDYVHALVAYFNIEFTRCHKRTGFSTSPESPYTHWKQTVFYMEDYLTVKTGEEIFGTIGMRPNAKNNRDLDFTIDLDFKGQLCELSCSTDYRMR
HTRA1 inh: blocks human HTRA1 serine peptidase. Q92743. recombinant HTRA1, FP-rhodamine activity-based probe, fluorescence polarization. inhibition, % at 5.96 µM. hit rate 0.5% among 340,000; in the data active = inhibition above about 36%;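 note: 0% = enzyme with DMSO and 100% = wells lacking enzyme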
UHRF1 binding: blocks human UHRF1 binding to methylated DNA. Q96T88. UHRF1 binding to methylated oligo, TR-FRET. inhibition, % at 4.4 µM. hit rate 0.75% among 370,000. AID 687016; in the data active = inhibition above about 21%;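 note: UHRF1 SRA domain binding a hemimethylated CpG hairpin DNA probe; 0% = median of test compound wells and 100% = reference inhibitor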
MBD2 inh: MBD2-methylated oligo binding inhibition; inhibition, % at 4.4 µM; AID 686964; Q9UBB5; hit rate 0.31% among 370,000; TR-FRET, MBD2 binding to methylated oligonucleotide; in the data active = inhibition above about 13%
TCR-CD3 inh: human TCR-CD3 binding inhibition | TAMRA-labeled TCR probe fluorescence, biochemical | inhibition, % at 9.4 µM | hit rate 0.37% among 360,000 | AID 651800; in the data active = inhibition above about 19%;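 note: recombinant mutant TCR 2C K166C tagged with TAMRA read by polarization; 0% = receptor in buffer alone and 100% = receptor with positive control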
LEDGF integ inh: blocks HIV-1 LEDGF/p75-dependent DNA integration | TR-FRET IN-LEDGF/p75 DNA integration, Eu/Cy5 | AID 743269 | inhibition, % at 3.7 µM | hit rate 0.64% among 370,000;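 active = inhibition above the screen-wide mean plus 3 SD, cut at about 13% in these data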;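 note: signal is the Cy5 over europium emission ratio at 671 and 618 nm; 0% = plate median of compound wells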
rCAG RNA binder: molecules binding r(CAG) RNA repeats; r(CAG) RNA repeat, TO-PRO-1 dye displacement fluorescence; inhibition, % at 3 µM; hit rate 1.3% among 370,000;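 active = inhibition above the plate cutoff, the mean of all test compounds on that plate plus 3 SD, cut at about 35% in these data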;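 note: 0% = DMSO alone and 100% = 100 µM mitoxantrone as full dye displacement; higher means more dye released from RNA so lower well fluorescence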
Rev-erbA mod: modulators of human Rev-erb alpha DNA binding; P20393; Rev-erbα–FITC-DNA binding, fluorescence polarization, 90 min; activity, % at 10 µM; hit rate 0.79% among 370,000; AID 1259318;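 active = activity above about 14%, limit read from the data; passing the limit was not always enough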;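 note: 0% = DMSO wells with 35 nM protein and 100% = DMSO wells with 750 nM protein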
PG9 Ab binder: PG9 antibody binding by small molecule; TR-FRET gp120-PG9 antibody binding; inhibition, % at 6.7 µM; hit rate 0.43% among 360,000; in the data active = inhibition above about 8.5%
mABHD4 FP: ABHD4 (mouse) inhibition, primary FP screen | AID 720543 | Q8VD66 | inhibition, % at 8.92 µM | purified mABHD4, FP-Rh probe fluorescence polarization | hit rate 0.54% among 370,000;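 active = inhibition exceeding the mean over every tested compound plus 3 SD, cut at about 30% in these data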;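 note: 0% = plate median of compound wells and 100% = S159A mutant with DMSO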
Target sequence (Q8VD66 whole entry, looked up): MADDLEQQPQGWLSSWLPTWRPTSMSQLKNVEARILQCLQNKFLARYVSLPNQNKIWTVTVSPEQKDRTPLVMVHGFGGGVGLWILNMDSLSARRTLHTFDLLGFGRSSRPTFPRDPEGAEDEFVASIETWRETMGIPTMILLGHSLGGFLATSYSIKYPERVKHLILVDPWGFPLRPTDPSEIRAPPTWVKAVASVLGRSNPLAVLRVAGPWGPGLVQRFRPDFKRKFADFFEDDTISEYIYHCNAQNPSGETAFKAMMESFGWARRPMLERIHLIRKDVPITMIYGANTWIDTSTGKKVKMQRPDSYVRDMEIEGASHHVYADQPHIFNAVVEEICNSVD
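Assay system: mABHD4 protein; medium: HEPES pH 7.0, NaCl, Pluronic buffer; dosing: 8.92 µM, single dose; schedule: 45 min + 60 min at 25 °C; signal: FP readout, ex 525 nm / em 598 nm; read-out: normalized percent inhibition of probe labeling; repeats: single replicate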
* hit, by the source's call; nt = not tested or not shown. The list is partial (hit frequency here may not be typical).

SMILES	LEDGF integ inh	PRMT1 FP inh	TCR-CD3 inh	rCAG RNA binder	MBD2 inh	HTRA1 inh	PG9 Ab binder	Rev-erbA mod	mABHD4 FP	UHRF1 binding
COc1ccccc1-c1c(C#N)c(N)nc2c1CCc1ccccc1-2	7	-1	-1	2	-2	-30	-0.9	-5	-32	-2
O=C(NCc1cn(-c2ccccc2)nc1-c1ccccc1)c1ccc([N+](=O)[O-])cc1	-1	-1	3	2	1	-23	-0.8	-1	-8	0
Cn1cc(S(=O)(=O)Cc2ccc(F)cc2)c2ccccc21	2	-2	-4	2	2	-1	-1.3	-2	-3	1
Cc1ccc(NC(=O)CSc2nnc(-c3cccnc3)n2CCN2CCCCC2)cc1	3	1	1	-2	2	5	-4.0	-6	-7	-3
CC(C)(C)NC(=O)CN(C(=O)CS(=O)CC(=O)Nc1ccc(F)cc1)c1cccc(F)c1 (configuration not stated)	3	-3	6	-6	4	-5	-0.1	3	-12	2
N#C/C(=C\c1ccccc1Br)C(=O)NC1CC1	-1	-5	3	2	-5	-3	-2.6	-5	-4	-1
Cc1cc(C)n(CCc2nc(-c3ccc(-c4ccccc4)cc3)cs2)n1	2	2	14	1	0	-27	-2.9	0	-7	1
O=C(O)c1ccc(NC(=S)NC(NC(=O)c2ccco2)C(Cl)(Cl)Cl)cc1 (configuration not stated)	1	0	7	7	3	-2	0.5	2	-2	-1
COc1ccc(NC(=O)CCNC(=O)Cn2cnc3ccccc3c2=O)c(OC)c1	3	-1	3	0	-7	7	-1.9	-2	-5	0
O=[N+]([O-])c1ccc(N2CCN(C(=S)Nc3ccccc3)CC2)cc1	-4	-1	-4	5	-6	-4	-3.1	4	-4	-2
Cc1ccccc1Cn1ccc(-c2ccc3c(c2)OCO3)n1	3	0	5	-7	-2	-17	-0.8	10	-10	0
CCC(C)NC(=O)C1CCC(CNS(=O)(=O)c2ccc3c(c2)CC(C)N3C(C)=O)CC1 (configuration not stated)	-6	0	-3	-6	1	0	-0.2	-4	2	-1
Cc1cc2c3c(c1C)C1(C(=O)N3C(C)(C)CC2C)C(C#N)=C(N)Oc2n[nH]c(C)c21 (configuration not stated)	-4	-2	10	-7	3	-3	1.6	-5	-1	-5
O=C(Cc1cccc2ccccc12)N/N=C/c1ccncc1	3	4	-4	-2	-3	0	-1.6	1	-5	0
O=C(NC1CCCCC1)c1ccc(-c2ccccc2F)o1	1	10	1	2	-5	-16	-1.3	4	4	1
O=C1C(=Cc2cn(-c3ccccc3)nc2-c2ccc(OCc3ccccc3)cc2)SC(=S)N1CCS(=O)(=O)O	1	43*	26*	59*	7	nt	-0.6	-7	-106	0
NC(=S)NN=C1CCC2(CCCCC2)CC1	-5	3	0	2	3	-2	1.2	1	4	0
COc1ccccc1C(=O)COC(=O)CSCC(=O)Nc1cc(C)on1	4	0	3	-1	0	-8	-2.8	-6	-2	-3
N/C(=N\OC(=O)Cc1ccccc1[N+](=O)[O-])c1ccncc1	3	-2	-3	0	0	1	0.1	-1	6	0
O=C(COC(=O)c1ccccc1Nc1ccccc1)NCc1ccccc1	0	3	1	-1	0	-8	-0.8	18	9	2
NNC(=O)C(=O)/C=C1\NC2(CCCC2)Cc2ccccc21	2	3	3	2	3	nt	-0.1	-2	-12	1
COc1ccc(NC(=O)CCc2c(C)nc3nc(CNC(=O)c4cccc(F)c4)nn3c2C)cc1OC	-2	0	9	-2	3	-7	-0.7	-2	-5	-1
CSc1ccc(CCNC(=O)c2cc(C)nn2-c2ccccc2)cc1	0	-3	-2	2	1	-9	-2.4	-4	5	-1
COc1ccc(NC(=O)c2cccc(S(=O)(=O)N3CCc4ccccc43)c2)c(OC)c1	2	-6	-6	1	3	6	-2.3	5	-8	0
Cc1ccc(C(=O)Nc2ccc(S(=O)(=O)N3CCCC3)cc2)o1	-2	3	-3	-4	3	-1	-1.5	2	6	0
O=c1nc2s/c(=C\c3ccc(-c4ccccc4[N+](=O)[O-])o3)c(=O)n2nc1-c1ccccc1	1	59*	1	46*	-2	27	-1.4	-8	40*	-12
NS(=O)(=O)c1ccc(NC(=O)Cn2ncc3c2-c2ccccc2OC3)cc1	3	5	-9	2	-4	-2	1.7	-3	-6	2
CC(=O)NC(=S)Nc1cccc2c(C)cc(C)nc12	-4	3	-4	0	2	-7	-3.7	0	8	0
CCOC(=O)c1c(NC(=O)CSc2nnc(-c3ccncc3)n2Cc2ccco2)sc(C(C)=O)c1C	0	-4	6	2	-1	10	0.0	-5	0	-1
CCOC(=O)C1=C(c2ccccc2)NC(=O)NC1c1ccc(OC)cc1 (configuration not stated)	3	1	3	-3	-2	2	1.0	1	2	2
COc1ccccc1CN1CCN(Cc2nc(-c3ccc(C)cc3)oc2C)CC1	5	-1	-7	-2	5	-10	-1.1	-4	-12	7
Cc1cnn(CCC(=O)NNC(=S)Nc2ccc(F)cc2)c1	1	3	-1	5	-2	4	-0.2	0	1	0
COc1cc(S(=O)(=O)NCCCn2ccnc2)ccc1F	3	-3	6	2	2	-18	-2.4	-2	-5	-3
O=C(CN1CCCCC1)NCCNC(=O)CN1CCCCC1	3	-1	5	-2	3	9	-0.3	2	-1	-2
Cc1ccccc1-c1nnc2c3ccccc3c(C)nn12	3	1	-9	1	4	-3	-0.8	2	-19	5
COC(=O)[C@@]1(C)[C@H]2C(=O)N(C)C(=O)[C@H]2[C@H]2CN=C(SCc3ccc(Cl)cc3)N21	8	-1	3	3	0	3	-1.1	-2	-3	-1
Cc1cccc(C(C)Nc2ccc([N+](=O)[O-])cn2)c1 (configuration not stated)	0	-1	5	0	-4	-6	-0.4	5	-4	-1
O=C(Nc1cc(S(=O)(=O)N2CCCC2)ccc1Cl)c1cc(F)c(F)c(F)c1F	-3	-1	0	1	1	1	6.9	7	3	-2
CC1CC(C)CN(C(=O)c2cc(-c3ccncc3)nc3ccccc23)C1 (configuration not stated)	0	1	3	-3	1	-4	0.9	4	-6	1
CC(c1nc2ccccc2c(=O)[nH]1)N1CCCN(S(=O)(=O)c2ccc(F)cc2)CC1 (configuration not stated)	0	-4	-1	3	-6	1	-0.1	-4	3	6
COc1ccc(C(=O)CC2OC(=O)c3c2ccc(OC)c3OC)cc1 (configuration not stated)	1	0	4	0	4	-7	-0.2	-6	-6	1
CCOC(=O)N1CCC(NC(=O)c2ccc3c(c2)N=C(CC)c2ccccc2S3)CC1	-1	3	3	0	4	-19	-0.5	-8	-11	-2
CCOc1ccccc1N(CC(=O)Nc1ccccc1C(=O)N1CCOCC1)S(C)(=O)=O	-4	4	-1	-4	2	4	-1.5	0	-2	1
O=C(Nc1nnc(CCS(=O)(=O)c2ccc3ccccc3c2)s1)c1cccs1	-4	-1	6	1	-3	10	0.1	15	3	0
O=C1N[C@@H](c2ccccc2)COC(=O)[C@H](Cc2ccc(F)cc2)C/C=C\C[C@H]1CC(=O)N(CCO)Cc1ccccc1	-2	-1	4	0	-4	-8	-0.7	-2	-7	-1
O=C(CNC(=O)c1ccc(S(=O)(=O)N2CCCC2)cc1)N/N=C/c1ccccc1	2	1	-9	3	-1	9	-2.7	-3	1	2
CN(C)CC(=O)N1c2ccccc2Sc2ccc(Cl)cc21	-2	0	6	-7	-4	1	-1.1	0	2	-2
O=C(c1ccc(N2CCCC2)c([N+](=O)[O-])c1)N1CCN(S(=O)(=O)c2ccc(Cl)cc2)CC1	-5	3	-6	3	2	-20	-0.7	1	8	1

Complete entries, quoted from the list. Order of values: LEDGF integ inh | PRMT1 FP inh | TCR-CD3 inh | rCAG RNA binder | MBD2 inh | HTRA1 inh | PG9 Ab binder | Rev-erbA mod | mABHD4 FP | UHRF1 binding
Cc1ccc(NC(=O)CSc2nnc(-c3cccnc3)n2CCN2CCCCC2)cc1 in the list: 3 | 1 | 1 | -2 | 2 | 5 | -4.0 | -6 | -7 | -3
Cc1ccccc1-c1nnc2c3ccccc3c(C)nn12 in the list: 3 | 1 | -9 | 1 | 4 | -3 | -0.8 | 2 | -19 | 5

Continuation.
SMILES	LEDGF integ inh	PRMT1 FP inh	TCR-CD3 inh	rCAG RNA binder	MBD2 inh	HTRA1 inh	PG9 Ab binder	Rev-erbA mod	mABHD4 FP	UHRF1 binding
Cc1ccc(OCC(=O)Nc2nnc(S(=O)(=O)N3CCCCCC3)s2)cc1	-5	-2	-5	18	-3	-4	0.7	-5	-2	-2
Cc1ccc2nc3c(cc(C(=O)NCc4ccco4)c(=N)n3C3CCCC3)c(=O)n2c1	8	5	2	8	2	-1	-0.8	-2	7	-4
COC(=O)[C@]12C[C@H](CC(=O)NCCCN3CCCC3=O)C(=O)N(Cc3ccc4c(c3)OCO4)C1=C[C@H](COCc1ccccc1)O[C@@H]2C	3	-1	-3	2	-1	nt	-0.2	1	6	3
O=C(CSc1nnc(-c2ccccc2)n1Cc1ccco1)Nc1ccc(Oc2ccccc2)cc1	0	8	nt	5	2	nt	nt	-6	-4	2
COc1cc([N+](=O)[O-])c(OC)cc1SCc1n[nH]c(=S)n1-c1ccc(C)cc1	-2	1	1	14	-6	5	0.7	2	7	0
Cc1ccc([C@H]2C[C@H](O)[C@@H](n3cc(C4CC4)nn3)CN2C(=O)C2CCCCC2)cc1	3	-2	-3	0	0	-6	0.0	-3	-2	1
CCOC(=O)C1(CC2CCCCO2)CCN(Cc2cccnc2)CC1 (configuration not stated)	2	-3	2	-3	4	-2	0.2	-3	-4	-1
CCOc1ccc(C=NC23CN4CN(CN(C4)C2)C3)cc1	3	-1	9	2	1	4	3.2	4	-5	-2
c1ccc2nc3c(ccc4ccccc43)cc2c1	-3	2	1	6	4	-16	-2.4	9	6	1
O=C(Cc1ccc(Cl)cc1)Nc1ccc(S(=O)(=O)N2CCOCC2)cc1	-2	2	-1	4	0	-13	0.2	4	-5	-3
CCOC(=O)c1ccc(N(C(=O)c2ccco2)C(C(=O)NC2CCCC2)c2ccncc2)cc1 (configuration not stated)	1	0	-7	1	0	-6	1.7	-4	-3	1
O=S(=O)(NC1CC1)c1ccc(S(=O)(=O)N2CCCc3ccccc32)cc1	0	-1	8	1	-2	-13	0.8	3	-16	1
Cc1cccc(C)c1NC(=O)Nc1ccccc1-n1ccnc1	1	-5	3	-1	3	8	0.8	5	-3	-2
NC(=O)c1ccc(=O)n(Cc2ccc(F)c(F)c2)c1	2	5	-1	-1	-2	6	1.0	-3	-7	2
CCOP(=O)(O)c1ccccc1OCCCCCOc1ccccc1P(=O)(O)OCC	6	-4	3	4	-7	3	-0.7	-6	-11	-2
CCCC1NC(=O)c2cccnc2-n2c1nc1ccc(Cl)cc1c2=O (configuration not stated)	-2	1	4	2	3	-4	0.4	-5	5	-1
O=C(COC(=O)c1ccc2c(c1)OCCO2)Nc1cccc(S(=O)(=O)N2CCOCC2)c1	8	-8	0	-1	4	-4	0.0	8	-10	-1
COc1ccccc1/C(C)=N/NC(=S)NCc1ccccc1	-4	4	-3	-5	3	-11	0.8	-3	8	0
CCC(C)[C@H](NC(=O)N1CC(=O)Nc2ccccc21)C(=O)N[C@@H](Cc1c[nH]c2ccccc12)C(=O)O (some centres not stated)	5	-4	-5	4	-7	2	-1.6	-1	-1	0
Cc1csc(=O)n1CCC(=O)O	-1	3	-1	-3	1	3	2.2	-1	4	2
CC[N+](C)(CC)CCC(c1ccccc1)C1CCCCC1 (configuration not stated)	-3	2	6	-5	1	4	1.7	-3	-5	0
